Runt-SMMHC FRET = blocks binding of human RUNX1 Runt domain to CBFb-SMMHC; Cerulean-Runt/Venus-CBFb-SMMHC FRET ratio 530/480, 1 h; AID 1434; Q01196+Q13951; inhibition, % at 20 µM; actives 0.74% (n = 220,000);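 active = mean inhibition across duplicate retests at 20 µM reaching about 50%, limit read from the data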;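 note: 0% = DMSO wells and 100% = wells with excess untagged CBFb-SMMHC; inhibitors lower the FRET ratio by blocking Runt binding to CBFb-SMMHC; some results filed as inactive read as strong as hits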
EBV gp42 block = blocks Epstein-Barr virus glycoprotein 42 binding; Q1HVG2; inhibition, % (tested at 21.74 µM); actives 0.42% (n = 220,000); Fluorescence polarization binding assay, mP read-out; AID 1085; in the data active = inhibition above about 50%
PPC-1+TRAIL kill = PPC-1 cancer cell killing with TRAIL present. actives 0.41% (n = 220,000). cell killing (% activity), % at 4 µM. PPC-1 cells + TRAIL, ATPLite viability luminescence;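 active = cell killing above 50% in the first pass at 4 µM, then a duplicate retest at 5 µM averaging 50% or more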;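 note: plate controls were cells with TRAIL plus DMSO for no effect and medium-only wells lacking cells for full effect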
CHOP inh = CHOP inhibition in unfolded protein response; CHO-K1 CHOP-promoter luciferase, tunicamycin-induced, 15-18 h; AID 2732; actives 3.8% (n = 220,000); inhibition, % at 10 µM;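 active = compounds that reduced the stress-induced luciferase reporter signal by more than about 70% of percent inhibition, limit read from the data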;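 note: 0% = tunicamycin plus vehicle and 100% = wells without tunicamycin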
TNF necrop inh = blocks TNF-alpha induced death of Jurkat FADD-/- cells; actives 0.068% (n = 220,000); Jurkat FADD-/- TNF necroptosis rescue, ATP luminescence, 24 h; 0 = TNF only, 100 = no-TNF cells; activation (protection from cell death), % at 10 µM;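 active = activation, meaning protection from cell death, of at least 50% relative to plate controls; inactive = activation below 50%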;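 note: necroptosis triggered by 40 ng/mL TNF-alpha added together with compound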
p47phox inh = p47phox (human) inhibition. p47phox/p22phox peptide binding, fluorescence polarization, 2 h. inhibition, % at 24.7 µM. actives 0.53% (n = 220,000);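 active = inhibition above about 30%, limit read from the data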;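 note: 0% = p47phox with labelled peptide and 100% = labelled peptide alone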
MDM2 E3 inh = blocks human Mdm2 ubiquitin ligase activity | Q00987 | cell-based MDM2 ubiquitination luciferase reporter, 2 h; 0 = plate control, 100 = twice control, blank-subtracted | signal enhancement, % at 5 µM | actives 0.11% (n = 210,000) | AID 1230;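 active = signal enhancement of 30% or more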;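 note: luminescence tracks abundance of the self-degrading MDM2-luciferase fusion protein; higher signal means inhibition of MDM2 E3 ligase activity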
Target sequence (Q00987 whole entry, looked up, the tested form may be a part): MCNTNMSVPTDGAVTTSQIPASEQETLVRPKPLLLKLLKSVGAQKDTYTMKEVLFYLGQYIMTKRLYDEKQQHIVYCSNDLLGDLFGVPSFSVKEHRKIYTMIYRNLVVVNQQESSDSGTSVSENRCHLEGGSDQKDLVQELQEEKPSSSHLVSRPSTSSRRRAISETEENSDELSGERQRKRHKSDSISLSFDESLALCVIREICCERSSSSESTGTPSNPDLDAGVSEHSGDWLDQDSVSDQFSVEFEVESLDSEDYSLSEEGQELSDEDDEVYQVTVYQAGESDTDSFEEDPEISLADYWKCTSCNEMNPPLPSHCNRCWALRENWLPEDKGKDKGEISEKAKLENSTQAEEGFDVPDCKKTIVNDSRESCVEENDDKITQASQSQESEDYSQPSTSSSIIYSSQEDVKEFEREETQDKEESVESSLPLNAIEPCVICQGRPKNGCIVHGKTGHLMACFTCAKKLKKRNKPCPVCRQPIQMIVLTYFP
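Assay system: stable mammalian line carrying autodegrading MDM2–luciferase fusion reporter; Input: 2000 cells in each well; Compound dosing: single-point 5 µM; Schedule: 2 h compound exposure at 37 °C; Signal: SteadyLite luciferase luminescence after 15 min room-temperature reagent incubation; Evaluation: % luminescence enhancement versus blank-corrected plate control mean; Benchmarks: plate controls and plate blanks.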
zfTRPN1 agonist = agonists of zebrafish TRPN1 channel; activation, % at 3 µM; AID 1424; HEK293 zebrafish TRPN1-YFP, Fluo-8 calcium fluorescence; 100% = response to 87 µM carbachol; actives 0.18% (n = 220,000);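 active = activation above its plate's cutoff, the mean activation of test wells on that plate plus 3 SD, cut at about 19% in these data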;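 note: 0% = DMSO alone and 100% = 87 µM carbachol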
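Material: zebrafish TRPN1-YFP in HEK293 cells. Doses: one dose of 3 µM, 0.3% DMSO. Incubation: dye 1 h 37 °C plus 30 min RT. Measured by: intracellular calcium fluorescence with Fluo-8.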
TRPML3 agonist = agonists of human TRPML3 channel. Q8TDD5. HEK293 TRPML3-YFP, Fluo-8 calcium fluorescence; 100% = the carbachol control signal. activation, % at 3 µM. actives 0.29% (n = 220,000). AID 1448;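 active = activation above its plate's cutoff, the mean activation of the plate's test wells plus 3 SD, cut at about 12% in these data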;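 note: 0% = DMSO only wells and 100% = carbachol wells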
Target sequence (Q8TDD5 whole entry, looked up): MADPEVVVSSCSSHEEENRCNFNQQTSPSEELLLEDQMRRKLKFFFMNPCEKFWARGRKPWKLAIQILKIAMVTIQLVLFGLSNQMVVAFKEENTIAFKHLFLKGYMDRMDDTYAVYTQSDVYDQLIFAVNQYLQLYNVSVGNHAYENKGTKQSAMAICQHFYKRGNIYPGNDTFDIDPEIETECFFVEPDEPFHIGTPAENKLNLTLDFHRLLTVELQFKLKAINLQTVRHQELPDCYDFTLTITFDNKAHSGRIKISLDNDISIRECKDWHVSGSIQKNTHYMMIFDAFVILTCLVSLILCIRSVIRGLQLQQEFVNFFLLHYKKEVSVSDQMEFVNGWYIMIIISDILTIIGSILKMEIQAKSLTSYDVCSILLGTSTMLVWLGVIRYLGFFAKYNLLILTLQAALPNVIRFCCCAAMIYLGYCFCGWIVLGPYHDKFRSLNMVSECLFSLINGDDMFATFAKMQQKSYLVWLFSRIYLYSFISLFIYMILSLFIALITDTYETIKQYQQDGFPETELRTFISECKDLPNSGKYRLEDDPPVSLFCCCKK
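Material: TRPML3-YFP stable HEK293 cells | Dosing: One concentration, 3 µM nominal, 0.3% DMSO | Timing: 125 s total fluorescence read per well | Technique: Fluo-8 calcium dye fluorescence, ex 470-495, em 515-575 nm | Measure: Percent activation from peak-to-basal fluorescence ratio, scaled between DMSO and carbachol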
Numbers without * were called inactive; . = not tested or not shown; & = joins results of further samples; [ ] = dose if it differs, or a comment.

SMILES	Runt-SMMHC FRET	EBV gp42 block	PPC-1+TRAIL kill	CHOP inh	TNF necrop inh	p47phox inh	MDM2 E3 inh	zfTRPN1 agonist	TRPML3 agonist
CCCCc1nc(N)c(C#N)c(-c2ccco2)c1CCC	-5	0	0	77*	1.4	-9	.	-2.1	-0.6
CCCN1C(=O)COc2ccc(-c3n[nH]c(=O)c4ccccc34)cc21	0	6	4	28	-1.5	-9	-21	0.6	0.0
Cc1ccc2nc(-c3ccc(NC(=O)COC(=O)c4ccco4)cc3)sc2c1	2	-24	55*	33	2.9	-20	-38	0.1	1.0
CC(NC(=O)c1ccc(Br)cc1)C(=O)NC1=NCCS1 (centres undefined)	-8	-8	21	6	0.3	7	-8	1.2	1.3
O=C(/C=C/c1ccc(S(=O)(=O)N2CCOCC2)cc1)NCc1ccc(Cl)cc1	0	8	10	1	3.4	-6	-5	0.7	0.7
O=c1ccc(S(=O)(=O)N2CCC(Cc3ccccc3)CC2)c[nH]1	3	-18	7	38	0.0	-9	-19	0.6	0.0
C=CCn1c(/N=C/c2ccc(N(C)C)cc2)nc2ccccc21	-61	-168	0	64	0.5	-18	-17	1.1	0.2
COc1cccc(OCC(=O)NNC(=O)c2cccs2)c1	0	1	12	20	-2.3	-7	-4	-1.6	0.5
O=C(COc1ccccc1)NC(NC(=S)Nc1ccccc1O)C(Cl)(Cl)Cl (centres undefined)	2	3	1	27	-6.9	-16	-10	-0.5	-0.2
CC(=O)Nc1ccc(NC(=O)c2c([N+](=O)[O-])c(C(C)(C)C)nn2C)cc1	0	-7	1	22	-1.5	-6	-16	2.2	0.6
Cc1cc(NC(=O)Cc2cccs2)no1	-8	71*	5	-4	4.9	-8	-5	-0.9	0.2
O=C1NC(NS(=O)(=O)c2ccc(Cl)cc2)(C(F)(F)F)C(=O)N1c1ccccc1 (centres undefined)	2	-24	15	-16	1.2	-8	-2	0.4	0.7
Cc1ccc(NC(=O)NCCCl)cc1S(=O)(=O)N1CCOCC1	0	-10	4	-10	1.4	-8	-12	0.0	1.4
CCOc1ccc(NC(=O)Cn2cncc2-c2ccc([N+](=O)[O-])cc2)cc1	-2	7	15	66	2.9	45*	-17	-0.3	0.1
CN(C(=O)Cc1ccccc1)n1cnnc1	6	-23	8	-7	-0.5	1	-3	2.1	0.3
O=C(O)c1ccc(S(=O)(=O)c2ccc(Sc3ccc(C(=O)O)c(C(=O)O)c3)cc2)cc1	2	5	-7	-6	-1.0	-14	-12	-1.5	0.7
O=C(COC(=O)CCc1c[nH]c(=O)[nH]1)Nc1ccccc1	-6	-16	10	5	-2.0	-10	1	0.3	0.4
COc1cc(OC)c(OC)cc1CN1CCN(Cc2cccn2C)CC1	-5	-13	5	-6	2.3	-10	-6	0.3	0.2
CCNC(=S)N1CCN(CCN=CC2=C(O)CC(c3ccco3)CC2=O)CC1 (centres undefined)	2	-4	0	8	-0.3	0	3	-0.1	1.2
Cc1cc(C)cc(CC2CC(=O)N(c3cc(C)on3)C2=O)c1 (centres undefined)	-1	-15	27	22	-1.6	-12	5	-0.4	0.2
Fc1ccc2c(c1)C(c1ccc(N3CCOCC3)cc1)=NNC(c1cccs1)=N2	0	3	19	6	-4.1	-1	-2	0.5	0.6
CC1NC(=O)NC1CCCCCC(=O)Nc1ccc(F)c(Cl)c1 (centres undefined)	2	-1	7	-28	1.1	-10	-16	0.5	0.7
CCCC(CCC)c1nc2ccncc2[nH]1	0	-2	26	18	-0.4	-12	-6	-0.6	1.1
CCOC(=O)c1ccc(NC(=O)c2ccc(NS(C)(=O)=O)cc2)cc1	1	-15	13	-19	-0.2	-6	-15	3.0	2.1
C/C(=N\Nc1nc(N2CCCCC2)nc(N2CCOCC2)n1)c1cccs1	3	-3	17	1	5.7	-4	-18	-0.2	-0.5
Following part.
SMILES	Runt-SMMHC FRET	EBV gp42 block	PPC-1+TRAIL kill	CHOP inh	TNF necrop inh	p47phox inh	MDM2 E3 inh	zfTRPN1 agonist	TRPML3 agonist
COc1ccc(C2/C=C\CN(Cc3ccncc3)CC(=O)N2Cc2ccc(F)cc2)cc1 (centres undefined)	2	-18	13	-8	0.1	-10	13	.	.
Cc1ccc(C(=O)CCC2CCCC2=O)cc1 (centres undefined)	1	-4	-2	2	31	-22	-16	0.8	0.1
CN(C)C(=O)CSc1nc(SCC(=O)N(C)C)n(-c2ccccc2)n1	1	-17	7	-8	-1.6	-10	-26	1.3	0.7
O=C(Nc1ccc(F)cc1)c1ccc(COc2ccccc2)cc1	1	-8	28	8	1.5	5	-2	0.4	0.7
O=C(CCSCc1cccc(Cl)c1)NCCC1=CCCCC1	-1	-16	21	57	2.2	-3	-16	0.3	-0.9
COc1ccc(O)c(C(=O)c2cnc3onc(C)c3c2)c1	-5	-7	6	3	-2.7	-23	-12	0.4	-0.2
COCCn1c(SCC(=O)Nc2ccc(NC(=O)c3ccco3)c(OC)c2)nc2ccccc2c1=O	-6	-7	14	16	-0.4	-11	5	-0.4	0.1
CN1C(=O)CC(N2CCN(C(=O)c3ccccc3)CC2)C1=O (centres undefined)	-6	-16	20	-13	-1.1	4	-11	2.1	0.5
COC(=O)c1[nH]c2ccccc2c1NS(=O)(=O)c1ccc(F)c(C)c1	0	-12	13	6	2.4	0	-30	0.1	0.1
O=C(c1ccccn1)C1CCCN(Cc2nc(Cc3cccc(F)c3)no2)C1 (centres undefined)	-4	-7	7	21	3.2	-6	-10	3.9	2.8
COC(=O)c1ccccc1NC(=O)CSc1nnc(-c2cccnc2)n1N	-4	-10	19	-12	-0.8	-12	18	-0.7	0.2
O=C(c1cc(COc2ccc(F)cc2Cl)on1)N1CCC(OCc2cccnc2)CC1	2	6	-12	39	0.6	4	-14	5.2	2.6
COC(=O)c1ccccc1NC(=O)C1CCCN(S(=O)(=O)c2ccc(OC)cc2)C1 (centres undefined)	1	-3	14	9	-1.8	-20	-16	-1.0	-0.8
Cc1ccc(C)c(NC(=O)CCn2cnnn2)c1	-1	-5	16	-1	0.1	2	-7	-0.5	0.7
COc1ccc(NC(=O)Nc2ccccc2F)c(C)c1	-2	4	7	18	0.9	10	-15	0.2	0.7
O=C(COc1ccc2ccccc2c1)NCCn1ccc2ccccc21	0	-4	8	56	1.3	-9	-16	-0.2	-0.8
Cn1nnc(NC(=O)CSc2ncn[nH]2)n1	1	3	8	-7	-0.9	-8	-19	0.3	1.1
O=C(NCCCCc1ccccc1)C12CN(Cc3ccccc3)CC1C(c1ccc([N+](=O)[O-])cc1)=NO2 (centres undefined)	8	-8	9	8	-0.9	-4	2	-0.6	-0.1
COc1ccccc1N(C)S(=O)(=O)c1ccc(C(=O)OCC(=O)Nc2cc(C)on2)cc1	4	-11	30	31	0.6	-14	6	1.5	1.2
O=C(CSc1nc2[nH]ncc2c(=O)n1-c1ccccc1Br)NCc1ccccc1Cl	0	0	3	-6	0.8	1	-13	1.0	-0.5
CC1=C(C)CS(=O)N(S(=O)(=O)c2ccc(Cl)cc2)C1 (centres undefined)	20	-11	21	.	-2.2	-8	-13	3.6	6.4
CCNC(=O)COc1cc(C)c(Cl)c(C)c1	-1	-12	24	10	0.0	-1	-10	-0.6	0.2
Cc1ccccc1OCC(=O)Nc1nnc(C2CCCCC2)s1	-1	4	1	2	3.8	-5	-2	0.3	0.9
Cc1ccc(S(=O)(=O)N[C@@H](C)C(=O)N2CCC(C(=O)N3CCC[C@H]3C(=O)O)CC2)cc1	5	-28&-3	10	-5&32	-0.2	2&-10	.	-1.6	1.1
CC(=O)N1CCc2cc(S(=O)(=O)NC(CC(C)C)C(=O)Nc3cc(C)ccn3)ccc21 (centres undefined)	-1	-10	5	28	0.4	-3	-16	-0.1	-0.4

Complete entries, looked up by structure. Values in the order: Runt-SMMHC FRET, EBV gp42 block, PPC-1+TRAIL kill, CHOP inh, TNF necrop inh, p47phox inh, MDM2 E3 inh, zfTRPN1 agonist, TRPML3 agonist
COCCn1c(SCC(=O)Nc2ccc(NC(=O)c3ccco3)c(OC)c2)nc2ccccc2c1=O as listed: -6, -7, 14, 16, -0.4, -11, 5, -0.4, 0.1
CCOc1ccc(NC(=O)Cn2cncc2-c2ccc([N+](=O)[O-])cc2)cc1 as listed: -2, 7, 15, 66, 2.9, 45*, -17, -0.3, 0.1
Cc1ccc(NC(=O)NCCCl)cc1S(=O)(=O)N1CCOCC1 as listed: 0, -10, 4, -10, 1.4, -8, -12, 0.0, 1.4

(further entries)
SMILES	Runt-SMMHC FRET	EBV gp42 block	PPC-1+TRAIL kill	CHOP inh	TNF necrop inh	p47phox inh	MDM2 E3 inh	zfTRPN1 agonist	TRPML3 agonist
O=C(CN1CCCc2ccccc21)Nc1ccc(F)cc1[N+](=O)[O-]	0	-4	18	74*	-0.3	-5	-5	-0.2	0.7
c1ccc2cc(-c3csnn3)ccc2c1	-5	-4	-4	4	-3.3	0	-9	0.1	0.1
CCCc1c(C)nc2c(OC)cccc2c1SCC(=O)O	0	-8	2	14	1.1	-14	0	0.7	1.7
COc1ccc(Nc2nc3c(C)cccc3cc2C#N)cc1	-10	-30	-2	14	-0.3	-9	-15	-1.4	0.3
CCOc1cc(CN2CCN(C(=O)CC(C)C)CC2)ccc1OC	-11	9	6	23	-3.0	4	2	0.4	0.9
CC(SCc1ccccc1)C(=O)NCc1ccccn1 (centres undefined)	0	-18	-7	10	-0.5	-1	-13	0.5	0.4
c1ccc(-c2nnc3sc(CN4CCC5(CC4)OCCO5)cn23)cc1	2	0	5	77*	2.1	-11	-3	-0.3	2.0
O=C(O)c1cc2c(s1)-c1ccccc1CC2	-5	-4	9	23	1.3	-2	5	-0.1	0.5
CCCC(=O)Nc1ccc2c(c1)nc(CN1CCCC1)n2C	2	-10	6	17	1.5	-5	-11	1.3	0.8
O=C(NC(=S)Nc1ccc(Oc2ccc(Cl)cc2)cc1)c1ccccc1	0	-7	17	4	-11	-16	-13	0.4	0.5
COc1ccc(C(=O)N=c2nc3ccccn3s2)cc1	2	-11	90*[5 µM]	42	-16	-11	-79	0.3	1.3
Cc1ccc(-c2[nH]c3ccccc3c2C(C[N+](=O)[O-])c2ccco2)cc1 (centres undefined)	-34	-6	9	89*	0.6	-20	-30	-0.1	2.9
Cc1[nH][nH]c(=O)c1C(c1ccc(-c2cccc(Cl)c2)o1)c1c(C)[nH][nH]c1=O	4	-16	-6	-24	-1.1	-25	.	1.5	0.6
CCOC(=O)Cc1nn(CCc2ccccn2)c(=O)c2ccccc12	0	-15	13	14	-0.7	3	10	1.8	0.8
CCN1CCN(Cc2ccc(NC(=O)Nc3ccccc3Cl)cc2)CC1	3	-7	30	10	2.6	8	-24	0.1	-0.2
CC1CC(NC(=O)/C(C#N)=C/c2ccc[nH]2)CC(C)(C)C1 (centres undefined)	-2	-8	8	-1	-1.1	-2	-1	-1.0	-0.1
COc1ccc(-n2c(C)n[nH]c2=O)cc1	0	-7	9	-1	-2.3	-23	6	0.0	0.8
COC(=O)c1cc(OC)c(OC)cc1NCC(=O)Nc1ccc(C)cc1	2	26	12	10	2.2	7	-5	0.6	0.1

Screening results from PubChem BioAssay.
